Rab7 wt modul: modulators of GTP binding to Rab7, primary screen, biochemical, wildtype, multiplex bead flow cytometry | 190,000 compounds, 0.055% hits | Rab7 GTPase wild type (dog), Bodipy-FL-GTP binding | GTP binding activity (percent of control), % at 10 µM | GST-Rab7 beads, fluorescent GTP binding; actives lie on both sides; untreated = 100%, excess cold GTP = 0%;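 active means fluorescent GTP binding to Rab7 beads changed by at least 20 points from the 100% baseline, either direction, mostly lower; inconclusive means compound itself probably fluorescent, or too few beads counted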;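 further: median green fluorescence of bound Bodipy-FL-GTP per Rab7 bead population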
Pf gametocyte: late stage P. falciparum gametocyte viability inhibitors, primary screen, ATP luminescence, HTS. P. falciparum stage V gametocytes, 24 h. inhibition, % at 10.9 µM. 150,000 compounds, 0.065% hits. AID 743093, 2013;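 active means inhibition above the mean plus 3 SD of compounds within the control limits, set per campaign, cut at about 38% in these data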;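 further: 0% = DMSO wells and 100% = medium only without gametocytes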
Rac1 mut GTP: GTP binding modulators of activated mutant Rac1, primary screen, biochemical, bead-based flow cytometry, multiplex, fluorescent GTP. Ras-related C3 botulinum toxin substrate 1 (Homo sapiens), P63000. GST-Rac1 activated beads; actives lie on both sides; 100% means binding = to untreated wells. percent activity (GTP binding), % at 10 µM. 190,000 compounds, 0.11% hits. AID 764, 2007;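 active means GTP binding at least 20 percentage points away from the 100% baseline, in either direction, so actives lie on both sides; inconclusive means Compound likely fluorescent itself, or too few beads counted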
Mcl1-Noxa inh: Mcl-1/Noxa binding inhibitors, primary screen, biochemical, TR-FRET, 1536-well. TR-FRET Mcl-1/Noxa peptide binding, 2 h. Induced myeloid leukemia cell differentiation protein Mcl-1 (Homo sapiens), Q07820. inhibition, % at 21.7 µM. 220,000 compounds, 1.5% hits;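 active means compounds that cut the protein-peptide binding signal by more than 50% relative to plate controls in a single-dose test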;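 further: His-tagged Mcl-1 with rhodamine Noxa BH3 peptide and terbium anti-His antibody; 0% = Mcl-1 plus Noxa peptide wells and 100% = peptide-only wells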
Target sequence (Q07820 whole entry, looked up): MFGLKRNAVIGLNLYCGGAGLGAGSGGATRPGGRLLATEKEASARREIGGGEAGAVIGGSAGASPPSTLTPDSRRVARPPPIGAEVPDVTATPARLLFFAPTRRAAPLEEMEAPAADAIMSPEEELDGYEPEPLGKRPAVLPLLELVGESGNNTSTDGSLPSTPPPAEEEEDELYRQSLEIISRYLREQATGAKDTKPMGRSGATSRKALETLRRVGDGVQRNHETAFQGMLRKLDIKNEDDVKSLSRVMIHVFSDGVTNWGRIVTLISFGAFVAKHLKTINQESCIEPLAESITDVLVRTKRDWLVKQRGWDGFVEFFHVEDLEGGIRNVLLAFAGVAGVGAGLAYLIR
HRas wt GTP: modulators of GTP binding to HRas wildtype, primary screen, biochemical, bead-based flow cytometry, multiplex | GST-Ras wt beads, Bodipy-FL-GTP binding; actives lie on both sides | GTP binding activity, % at 10 µM | 190,000 compounds, 0.14% hits | AID 759, 2007;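 active means GTP binding activity at least 20% away from the 100% baseline, either lowered as inhibitor or raised as activator; inconclusive means flagged as likely green fluorescent, judged across all proteins in the well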;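 further: 0% = unlabeled GTP competition control and 100% = no-compound control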
Target sequence (P01112 whole entry, looked up): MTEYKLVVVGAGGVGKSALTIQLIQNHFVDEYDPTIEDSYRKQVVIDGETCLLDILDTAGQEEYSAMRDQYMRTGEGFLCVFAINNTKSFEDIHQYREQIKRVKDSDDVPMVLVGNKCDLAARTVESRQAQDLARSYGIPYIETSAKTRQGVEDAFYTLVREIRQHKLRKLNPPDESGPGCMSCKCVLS
Rac1 wt GTP bind: wildtype Rac1 GTP binding modulators, primary screen, biochemical, GST-Rac1 beads, flow cytometry, multiplex. 190,000 compounds, 0.27% hits. GTP binding activity (% of control), % at 10 µM. Ras-related C3 botulinum toxin substrate 1 (Homo sapiens), P63000. AID 757, 2007. fluorescent GTP binding; actives lie on both sides; 0 = cold GTP competed, 100 = untreated;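 active means GTP binding activity at least 20 points away from the 100% control level, either lower or higher; inconclusive means compound flagged as likely green fluorescent, judged across all proteins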
Bim-Mcl-1: inhibitors of Bim peptide binding to Mcl-1, primary screen, biochemical, bead-based flow cytometry, multiplex; Induced myeloid leukemia cell differentiation protein Mcl-1 (Homo sapiens), Q07820; Bim peptide-Mcl-1 binding; inhibition, % at 10 µM; 190,000 compounds, 0.1% hits; AID 1009, 2008; in the data active means inhibition above about 40%;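 further: 0% = no compound tracer wells and 100% = peptide blocker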
Mcl1-Bid inh: Mcl-1/Bid binding inhibitors, primary screen, biochemical, TR-FRET, 1536-well. TR-FRET Mcl-1/Bid-Dy647 peptide binding. inhibition, % at 21.7 µM. 220,000 compounds, 0.97% hits. AID 1021, 2008;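 active means compounds that cut the binding signal by more than half at the single screening dose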;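 further: His-tagged Mcl-1 with europium anti-His antibody binding Bid BH3 peptide; 0% = Mcl-1 plus peptide wells and 100% = peptide-only wells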
Avidin bead fluor: green autofluorescence of compounds with avidin beads – biophysical, 488/530 nm, flow cytometry, artefact control, profiling panel | fluorescence (KMESF) at 10 µM | 220,000 compounds, 0.38% hits | compound fluorescence 488/530 nm; active compounds read high; in the data active means fluorescence above about 47; further: inactives centre near 10
Rab2 wt GTP: modulators of GTP binding to Rab2A wildtype, primary screen, biochemical, dog, bead-based flow cytometry, multiplex; Ras-related protein Rab-2A (Canis lupus familiaris), P61105; GST-Rab2 wt beads, Bodipy-GTP binding; GTP binding activity, % at 10 µM; 190,000 compounds, 0.19% hits;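 active means GTP binding activity at least 20 points away from 100%, either lowered or raised; inconclusive means signal likely due to the compound's own green fluorescence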;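 further: 0% = beads with excess unlabeled GTP and 100% = no-compound control corrected for plate trend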
Cdc42 wt: modulators of GTP binding to wildtype Cdc42, primary screen, biochemical, multiplex bead flow cytometry, Bodipy-GTP; Cell division control protein 42 homolog (Homo sapiens), P60953; GST-Cdc42 beads; actives lie on both sides; percent activity (GTP binding), % at 10 µM; 190,000 compounds, 0.2% hits; AID 761, 2007;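 active means percent activity GTP binding at least 20 points away from the 100% baseline, either down as inhibitor or up as activator; inconclusive means compound flagged as likely green fluorescent from well-wide comparison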;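 further: median bead fluorescence of bound Bodipy-FL-GTP at 100 nM; 0% = excess unlabeled GTP control and 100% = no compound control; below 100% means less GTP binding so inhibitor and above means activator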
Target sequence (P60953 whole entry, looked up): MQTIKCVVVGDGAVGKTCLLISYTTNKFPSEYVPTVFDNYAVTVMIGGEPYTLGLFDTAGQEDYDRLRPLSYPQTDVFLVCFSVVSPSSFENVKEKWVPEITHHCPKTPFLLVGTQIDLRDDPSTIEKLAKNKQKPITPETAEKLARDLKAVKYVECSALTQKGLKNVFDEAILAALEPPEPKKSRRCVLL
Starred values were filed as active, the others as inactive; ? = inconclusive; . = no result given. Rows are unselected; overall some 2.7% were active at least once.

SMILES	Rab7 wt modul	Pf gametocyte	Rac1 mut GTP	Mcl1-Noxa inh	HRas wt GTP	Rac1 wt GTP bind	Bim-Mcl-1	Mcl1-Bid inh	Avidin bead fluor	Rab2 wt GTP	Cdc42 wt
COc1cc2c(-c3ccc(O)cc3)nc3c(c(C)nn3-c3ccccc3)c2cc1OC	101	-16	99	80*	97	99	0	61*	8	97	93
COc1cc(OC)cc(C(=O)NCCn2ccc3ccccc32)c1	101	.	97	9	99	103	0	-33	8	100	96
O=C(CN(CC1CCCO1)C(=O)CCC(=O)Nc1nccs1)NCC1CCCO1 (configuration not stated)	97	1	98	-23	99	102	-2	-43	4	97	100
O=C(NC1(O)C(=O)c2ccccc2C1=O)c1ccccc1	100	-1	102	2	101	107	0	-37	8	99	101
COc1cc(/C=N/NC(=O)Nc2ccccc2)ccc1OC(C)=O	104	7	101	-1	104	100	-6	-36	3	102	101
Cc1ccc(C(c2sc3ncnn3c2O)N2CCCCC2)cc1 (configuration not stated)	99	.	99	-5	100	103	0	1	8	97	100
Fc1cccc(-c2nnn3c2nc(Cl)c2ccccc23)c1	104	6	91	14	94	95	-3	-19	10	93	94
CS(=O)CSc1nc2c(cc1C#N)CCCC2 (configuration not stated)	95	.	92	3	94	96	1	-5	7	92	95
Cc1ccc(C(=O)NC(=S)Nc2ccccc2N2CCCC2)cc1[N+](=O)[O-]	103	2	99	25	100	103	-3	-72	13	99	97
O=C1CC(C(=O)O)S/C(=N\NC(=O)c2ccc(F)cc2)N1 (configuration not stated)	98	-1	97	-4	98	103	-2	-12	17	96	102
CS(=O)(=O)c1ccc(-c2nn[nH]n2)cc1	97	14	99	17	100	100	0	15	15	100	100
CCN(CC)S(=O)(=O)c1ccc(/C=C/C(=O)Nc2ccc(Br)cc2F)cc1	102	10	98	11	100	103	-2	-32	14	97	99
CCC(C)/C(C)=N/NC(=O)c1ccccc1OCCOc1ccccc1 (configuration not stated)	92	0	94	10	96	98	0	-11	11	94	96
CCN(CC)S(=O)(=O)c1cccc(C(=O)OCC(=O)C23CC4CC(CC(C4)C2)C3)c1	99	10	100	1	101	105	1	3	26	99	103
Cc1cc(C)cc(OCC(=O)Nc2cccc(-c3nnc(-c4ccco4)o3)c2)c1	100	.	97	1	98	96	4	-5	39	100	97
CCCC(c1nnnn1CC1CCCO1)N1CCN(c2cc(Cl)ccc2C)CC1 (configuration not stated)	100	2	105	9	104	112	-2	2	12	101	108
COc1ccc(/C=c2\s/c(=C(/C#N)C(=O)NCc3ccco3)n(-c3ccccc3)c2=O)cc1	100	8	101	10	102	107	0	-9	8	100	100
CC1=CCC2(CO)COC(c3ccccc3O)C1C2 (configuration not stated)	104	.	101	-6	104	99	5	-42	13	103	103
CCOC(=O)C1=C(NC(=O)c2ccc(Br)o2)Nc2ccccc2N=C1	?	15	?	-8	?	?	-1	-21	.	?	?
COc1ccc(-c2cc(C(F)(F)F)n3nc(C)cc3n2)cc1	96	.	100	-1	99	104	1	-8	7	99	104
CCOC(=O)C1=C(C)NC(=O)NC1c1c(C)nn(-c2ccccc2)c1Cl (configuration not stated)	99	.	96	-84	101	102	2	19	8	99	101
CC(=O)Nc1ccc2nc(SCC(=O)N3CCOCC3)sc2c1	100	19	96	21	96	101	-2	-5	8	98	98
CCCSc1nnc(-c2c[nH]c3ccccc23)n1C	99	.	97	5	100	101	0	-27	6	98	103
CCN(CC)Cc1c(C(=O)OC(C)C)nnn1-c1nonc1N	?	16	?	11	?	?	0	-12	11	?	?
Cc1ccc(C(=O)CSc2nnc(CNc3ccc(C)cc3C)o2)cc1	96	-2	93	5	94	92	-2	-23	11	92	93

(continued)
SMILES	Rab7 wt modul	Pf gametocyte	Rac1 mut GTP	Mcl1-Noxa inh	HRas wt GTP	Rac1 wt GTP bind	Bim-Mcl-1	Mcl1-Bid inh	Avidin bead fluor	Rab2 wt GTP	Cdc42 wt
CCOC(=O)c1ccc(NC(=O)C2CC(=O)Nc3nc4ccccc4n32)cc1 (configuration not stated)	93	-39	96	5	91	92	-1	7	16	94	94
O=C(NNC(=O)c1ccccc1-c1ccccc1C(=O)O)c1ccccc1	103	9	100	10	98	96	-1	-10	5	100	96
CN(C(=O)COc1ccccc1)C1CCS(=O)(=O)C1 (configuration not stated)	96	2	97	-6	97	97	0	-2	10	97	97
Cc1ccc(C(=O)N/N=C\C=C\c2ccc(Br)cc2)cn1	94	.	95	8	96	98	0	-10	10	97	98
N#Cc1c(N)sc2c1CCN(C(=O)OCc1ccccc1)C2	97	5	89	11	87	83	0	-4	17	93	84
CCOC(=O)c1c(C)[nH]c(C)c1C(=O)COC(=O)CNC(=O)c1ccc(OCC)cc1	99	.	97	3	101	101	0	-20	6	99	98
NS(=O)(=O)c1ccc(CNC(=O)Cc2c(F)cccc2Cl)cc1	98	17	95	1	97	99	2	-31	9	99	98
CN(C)c1ccc(/C=C(\C#N)C(=O)NCc2ccco2)cc1	103	.	102	2	103	101	0	-17	2	103	108
CCCCNc1nc2c(c(=O)[nH]c(=O)n2C)n1CCOc1ccccc1	102	.	99	-1	97	102	2	-111	7	98	100
Cc1nn(C)cc1CN(C)C(=O)c1sc2cccc(Cl)c2c1Cl	105	.	100	0	105	110	-2	-2	9	106	104
Nc1nc2n(n1)C(c1c(F)cccc1Cl)CC(c1ccc(F)cc1)N2 (configuration not stated)	99	.	97	-4	99	101	-8	-13	26	99	100
Cc1cccc(N2C(=S)NC3c4ccccc4OC2(C)C3C(=O)N(C)C)c1 (configuration not stated)	89	-32	96	3	94	98	1	-33	10	97	96
Cc1cccc(NC(=O)C2CCN(S(=O)(=O)c3cccc4cccnc34)CC2)n1	101	.	99	0	99	106	-1	-14	10	98	99
COC(=O)c1sccc1NC(=O)CSCC(=O)O	91	.	96	9	92	99	0	15	17	95	97
Cc1ccc(NC(=O)c2cccs2)cc1[N+](=O)[O-]	97	-8	101	-6	100	101	0	-9	10	100	101
O=c1c2c(nc3cc(-c4cccc(F)c4)[nH]n13)CCC2	102	.	91	15	95	96	-1	-25	11	97	94
CCOC(=O)COc1ccc2c(c1)C(=O)CC(C)(c1cccnc1)O2 (configuration not stated)	101	.	100	.	102	100	0	.	10	100	102
O=C(O)CCCCCNc1ccc2nsnc2c1[N+](=O)[O-]	102	-97	100	14	99	103	-3	-18	9	99	102
COc1cc(NC(=O)c2cccc(Cl)c2)ccc1NC(=O)c1cccs1	96	2	94	15	92	88	1	-3	24	92	91
CNc1nc(C)c(C(=O)c2ccc(Cl)cc2)s1	98	.	98	14	104	100	0	-29	12	100	102
COc1ccc(/C(C)=N/NC(=O)C2C3CCCCC32)c(OC)c1 (configuration not stated)	98	-21	99	18	101	107	0	3	15	102	101
CCCCCCC(=O)N=Nc1c(O)[nH]c2ccc([N+](=O)[O-])cc12	99	2	98	19	96	104	-5	-12	6	93	103
COc1ccc(N2CCN(Cc3cc(=O)oc4ccc5ccccc5c34)CC2)cc1	103	-19	99	1	100	99	1	-49	11	100	99
O=C(/C=C/c1ccc([N+](=O)[O-])cc1)NNC(=O)C1CC1	103	-17	97	-1	100	102	0	11	11	98	100
CCOC(=O)CNS(=O)(=O)c1cc(-c2nn(C)c(=O)c3ccccc23)ccc1C	96	5	99	19	100	102	-4	-8	10	101	104

Later entries.
SMILES	Rab7 wt modul	Pf gametocyte	Rac1 mut GTP	Mcl1-Noxa inh	HRas wt GTP	Rac1 wt GTP bind	Bim-Mcl-1	Mcl1-Bid inh	Avidin bead fluor	Rab2 wt GTP	Cdc42 wt
Cc1ccc2oc(-c3cccc(NC(=S)NC(=O)/C=C/c4ccco4)c3)nc2c1	96	4	84	38	95	93	-2	21	16	92	95
CCOC(=O)c1cc(C#N)c(SCc2ccc(C#N)cc2)nc1C	98	.	97	7	100	100	-1	-43	23	99	99
COc1ccc(C(=O)c2ccc(OC)c3cccc(O)c23)cc1OC	99	.	102	26	100	107	0	-5	34	101	103
COc1ccc(CC(=O)NCCN2CCCC2)cc1	107	.	102	-9	105	107	-3	-1	36	103	106
CCCC1CCC(C2=N/C(=C\c3ccc(OC)c(OC)c3)C(=O)O2)CC1 (configuration not stated)	97	.	95	-4	99	97	2	-4	10	97	98
COc1cc(/C=C(\C#N)c2nc3c(s2)CCCC3)ccc1O	101	.	101	51*	102	103	0	29	8	101	103
CCOC(=O)c1c(NC(=O)COc2ncnc3ccccc23)sc(C)c1CC	96	-11	95	22	93	93	-4	-13	5	92	92
CCc1ccc(OCCNC(=O)c2ccc(S(=O)(=O)N(C)C)cc2)cc1	100	-4	96	10	100	101	1	-5	18	99	99
Cc1cc(C)nc(-n2ncc3c2CC(c2ccccc2C)CC3=O)n1 (configuration not stated)	101	.	100	1	99	102	-6	-45	10	101	101
COC(=O)C(C)NC(=O)C1CCCN1S(=O)(=O)c1cc(C)c(Cl)cc1C (configuration not stated)	99	.	99	-11	104	102	1	1	5	103	104
O=C(C1CCN(C2CCN(C/C(Cl)=C/c3ccccc3)CC2)CC1)N1CCOCC1	104	-16	96	-1	99	101	0	-13	4	101	100
O=C(NCc1ccc(F)cc1)c1ccc[nH]1	107	16	97	-11	100	98	1	-42	7	102	99
COC(=O)c1cnn(C(=O)c2ccccc2Br)c1N	97	.	96	14	97	97	1	-11	37	94	98
CC(C)(C)NC(=O)c1cc(-c2ccccc2)n[nH]1	95	.	94	13	94	99	-1	-17	13	92	98
COc1ccc(CN(C)c2ncnc(N)n2)cc1	99	.	101	-2	99	101	0	-18	17	102	101
CC(C)NC(=O)c1onc(CSc2cccc(F)c2)c1C(=O)O	97	-7	93	21	97	98	-3	10	26	94	97
CCc1cccc(C)c1NC(=O)COC(=O)c1ccc2c(c1)S(=O)(=O)c1ccccc1C2=O	100	-12	99	7	97	98	-4	4	6	95	98
CCSc1nnc(NC(=O)Cc2ccc(OC)c(OC)c2)s1	99	0	97	-6	99	99	-2	-11	10	97	101

Source: PubChem BioAssay (several laboratories)
